Menin-MLL TR inh: qHTS Assay for Inhibitors Targeting the Menin-MLL Interaction in MLL Related Leukemias: Competition With Texas Red Labeled MLL-derived Mutant Peptide; O00255; Menin + Texas Red MLL mutant peptide, fluorescence polarization; Potency, µM (series often up to 61.6 µM), inactives show at the top dose FP activity change, negative = inhibition, actives largely listed as inhibitors; 0.23% of 270,000 active; AID 1768, 2009; active = well fitted inhibition curve with a large enough effect in the polarisation, with a control signal flat, not every such curve was filed as active; inconclusive = small, poorly fitted or top-dose-only effect, or effect the other way, or a change in a side signal; inactive = no such curve, though single readings can be large or run the other way; the % refers to the polarisation; note: potency is the fitted concentration of half-maximal effect; % of control where 0% means no effect; many of its hits are not listed in these tables
TSHR antag: Antagonists of the Thyroid Stimulating Hormone Receptor: HTS campaign; TSHR-expressing cells, TSH-stimulated cAMP HTRF, 2 h; stronger effect = lower value; AID 504810, 2011; activity change, negative = inhibition, % at 11.5 µM; 0.2% of 330,000 active;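 active = activity change below a set negative limit, meaning inhibition stronger than a set level, cut at about -70% in these data; inconclusive = activity change between two set negative limits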; note: % is set by controls: 0 for no effect and ±100 for the full control effect
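TSHR-expressing cells, 200/well, pre-treated with compound, then stimulated with EC80 TSH (4nM final) for 2 hours at 37 deg C. cAMP measured by competitive HTRF: anti-cAMP cryptate antibody in lysis buffer plus cAMP-d2, read after 30 minutes at room temperature.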
MBNL1-CUG inh: qHTS Assay for Inhibitors of MBNL1-poly(CUG) RNA binding. 0.036% of 280,000 active. TR-FRET MBNL1-His/biotin-(CUG)12 binding, 665/545 ratio. Potency, µM (doses to about 57.5 µM), for inactives: top-dose activity change, negative = inhibition, most hits filed as inhibitors; active = well fitted inhibition curve with a large enough effect in the signal ratio, with a control signal flat, not every such curve was filed as active; inconclusive = small, poorly fitted or top-dose-only effect, or effect the other way, or a change in a side signal; inactive = no such curve, though single readings can be large or run the other way; the % refers to the signal ratio; note: potency is the fitted concentration of half-maximal effect; % is set by controls: 0 for no effect and ±100 for the full control effect
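Inhibition of protein-RNA binding appears as loss of TR-FRET between terbium anti-His antibody on MBNL1-His and streptavidin-XL665 on biotin-(CUG)12. Activity is normalized to buffer-only and uninhibited-complex controls.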
PKM2 act: qHTS Assay for Activators of Human Muscle isoform 2 Pyruvate Kinase | purified PKM2, Kinase-Glo ATP luminescence, activation; response scale: 0% is enzyme alone, no compound | Potency, µM (doses to about 57.5 µM), inactives show at the highest dose activation, actives largely listed as activators | 0.34% of 260,000 active | AID 1631, 2009; note: potency is the fitted concentration of half-maximal effect; % is set by controls: 0 for no effect and ±100 for the full control effect; nearly all actives have a fitted effect of over 55% in size
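Purified hPK-M2 (>95% pure) converted ADP (0.1 mM final) to ATP with 0.5 mM PEP in 50 mM imidazole pH7.2, KCl, MgCl2, Tween 20, BSA; 1 h at room temperature. ATP detected by Kinase-Glo luminescence.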
GALK inhibitor: qHTS Assay for Inhibitors of Human Galactokinase (GALK). P51570. Purified GALK, Kinase-Glo residual ATP luminescence. 0.007% of 270,000 active. AID 1868, 2009. Potency, µM (doses to about 57.5 µM), for inactives: top-dose activity change, negative = inhibition, actives largely listed as inhibitors; note: potency is the fitted concentration of half-maximal effect; % is set by controls: 0 for no effect and ±100 for the full control effect
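Human GALK (5 nM) with 35 uM ATP and 100 uM galactose in 20 mM HEPES pH 8.0, 5 mM MgCl2, 60 mM NaCl, 1 mM DTT, 0.01% BSA. After 1 h at room temperature, leftover ATP was read by Kinase-Glo Plus luminescence.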
Eya2 phos inh: qHTS Assay for Inhibitors of the Phosphatase Activity of Eya2; recombinant Eya2, OMFP fluorescence dephosphorylation (OMFP is methylfluorescein phosphate); Potency, µM (top dose mostly 76.9 µM), for the others: at the highest dose activity, negative = inhibition, actives largely listed as inhibitors; 0.006% of 330,000 active; AID 488837, 2010; note: potency is the fitted concentration of half-maximal effect; % is set by controls: 0 for no effect and ±100 for the full control effect
Target sequence (O00167 whole entry, looked up): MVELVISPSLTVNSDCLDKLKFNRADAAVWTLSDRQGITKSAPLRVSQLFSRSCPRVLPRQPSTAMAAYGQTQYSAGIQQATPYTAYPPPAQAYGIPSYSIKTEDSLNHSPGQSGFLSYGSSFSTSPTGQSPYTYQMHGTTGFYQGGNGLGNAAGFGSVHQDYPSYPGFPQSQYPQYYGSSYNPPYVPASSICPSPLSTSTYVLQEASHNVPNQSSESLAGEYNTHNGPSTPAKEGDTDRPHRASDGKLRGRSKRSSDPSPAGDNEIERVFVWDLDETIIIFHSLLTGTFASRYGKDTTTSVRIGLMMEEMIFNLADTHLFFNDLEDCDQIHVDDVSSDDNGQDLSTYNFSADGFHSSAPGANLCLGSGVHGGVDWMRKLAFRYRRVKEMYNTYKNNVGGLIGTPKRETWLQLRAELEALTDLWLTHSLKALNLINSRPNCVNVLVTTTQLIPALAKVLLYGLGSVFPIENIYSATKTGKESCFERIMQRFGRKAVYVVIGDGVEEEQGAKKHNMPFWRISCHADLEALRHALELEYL
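Eya2 protein (added as 0.2 uM solution) was preincubated with compound for 10 min at ambient temperature in 50 mM HEPES pH 7.5, 50 mM NaCl, 5 uM MgCl2, 0.05% BSA, 1 mM DTT. OMFP (added at 50 uM) then reacted 10 min; fluorescence read at 485/525 nm.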
USP2a block: qHTS Assay for Inhibitors of Ubiquitin-specific Protease USP2a Using CHOP2 as the Reporter. Ubiquitin carboxyl-terminal hydrolase 2 (Homo sapiens), O75604. USP2 core, Ub-CHOP2 coupled fluorogenic reporter, 485/531. Potency, µM (top dose mostly 38.3 µM), for inactives: top-dose activity change, negative = inhibition, actives largely listed as inhibitors. 0.01% of 330,000 active. AID 463254, 2010;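 note: potency is the fitted concentration of half-maximal effect; plate controls were DMSO wells for no effect and full inhibition by NEM control for full effect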
Target sequence (O75604 whole entry, looked up): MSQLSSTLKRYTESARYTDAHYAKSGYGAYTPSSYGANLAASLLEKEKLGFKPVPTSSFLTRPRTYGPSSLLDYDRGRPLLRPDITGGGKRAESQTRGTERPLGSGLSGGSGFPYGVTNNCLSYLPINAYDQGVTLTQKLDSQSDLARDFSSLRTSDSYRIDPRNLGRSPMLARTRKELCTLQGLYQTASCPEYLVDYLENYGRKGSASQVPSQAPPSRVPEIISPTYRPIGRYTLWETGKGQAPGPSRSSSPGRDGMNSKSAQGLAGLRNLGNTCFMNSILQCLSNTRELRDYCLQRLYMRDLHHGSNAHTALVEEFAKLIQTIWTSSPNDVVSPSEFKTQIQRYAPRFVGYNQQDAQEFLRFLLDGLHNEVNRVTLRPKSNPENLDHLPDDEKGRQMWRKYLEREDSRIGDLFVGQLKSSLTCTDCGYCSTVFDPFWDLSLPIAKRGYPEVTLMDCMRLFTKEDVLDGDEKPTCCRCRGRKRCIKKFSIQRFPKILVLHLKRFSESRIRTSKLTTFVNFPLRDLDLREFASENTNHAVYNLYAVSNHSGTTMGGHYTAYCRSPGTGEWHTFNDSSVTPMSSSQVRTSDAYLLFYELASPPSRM
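Deubiquitinase activity read as fluorescence (485/531 nm) after Ub-CHOP2 cleavage activates the enterokinase reporter on its substrate; USP2 core 10nM, Ub-CHOP2 and substrate 25nM each, 30min compound preincubation then 60min RT; data normalized to NEM, curves fitted.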
ASM inhibitor: Inhibitors of Secretory Acid Sphingomyelinase (S-ASM): qHTS; Sphingomyelin phosphodiesterase (Homo sapiens), P17405; placental ASM, HMU-PC fluorogenic substrate, 60 min; Potency, µM (series often up to 57.5 µM), inactives show at the highest dose activity change, negative = inhibition, hits mostly inhibitors; 0.006% of 340,000 active; note: potency is the fitted concentration of half-maximal effect
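Human placenta-derived ASM enzyme was preincubated with compound for 10 minutes at room temperature, then given fluorogenic substrate HMU-PC0 (9 uM final) for 60 minutes at 37 °C; a pH 10 stop preceded fluorescence reading at Ex 386/Em 447 nm.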
BCR signal inh: qHTS Assay to Find Inhibitors of Chronic Active B-Cell Receptor Signaling. Potency, µM (series often up to 46.1 µM), inactives show at the top dose ratio change, negative = lower green/red ratio, usual class: inhibitors. 0.05% of 340,000 active. AID 493014, 2011. ABC-DLBCL IkBa-CBG/CBR reporter, luminescence ratio, 4 h; active = well fitted inhibition curve with a large enough effect in the signal ratio, with a control signal flat, not every such curve was filed as active; inconclusive = small, poorly fitted or top-dose-only effect, or effect the other way, or a change in a side signal; the % refers to the signal ratio;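 note: potency is the fitted concentration of half-maximal effect; plate controls were basal doxycycline-induced cells for no effect and cells given 10 µM MG132 for full effect; MG132 reads +100%, hits lower the ratio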
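TMD8 human ABC-DLBCL cells with doxycycline-inducible IκBα–green luciferase fusion and unfused red luciferase, in 0.5% FBS medium; compounds up to 46 uM, 4 h at 37C. Green/red luminescence ratio, filter-overlap corrected, fitted to concentration-response curves.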
Mito fusion yeast: qHTS Assay for Small Molecule Inhibitors of Mitochondrial Division or Activators of Mitochondrial Fusion | S. cerevisiae fusion-defective mutant growth rescue, CellTiterGlo 48 h | Potency, µM (highest dose often 46.1 µM), inactives show at the highest dose growth rescue (activation), most hits filed as activators | 0.23% of 320,000 active | AID 485298, 2010;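 note: potency is the fitted concentration of half-maximal effect; % of control where 0% means no effect; nearly all actives have a fitted effect of over 45% in size; temperature-sensitive fusion mutants such as fzo1-1 at 37 °C on non-fermentable ethanol glycerol medium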
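Compounds are tested for their ability to restore growth of mitochondrial fusion-defective yeast strains at non-permissive 37C in YPEG medium over 48 hours. Viability is quantified by luciferase luminescence.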
hERG WT inh: qHTS for Inhibitors of KCHN2 3.1: Wildtype qHTS | U2OS, BacMam KCNH2, thallium flux FluxOr; stronger effect = lower value | activity change, % at 1.84 µM | 0.37% of 340,000 active;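 active = maximum activity change below -70%; inconclusive = maximum activity change between -70% and -50%; inactive = maximum activity change above -50%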; note: % is set by controls: 0 for no effect and ±100 for the full control effect
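U2OS cells were transduced with wild-type KCNH2 virus (2.03 x 10^8 / mL) for 4 h at room temperature, then cultured overnight at 37 C. Thallium flux was read with FluxOr dye. Rate constants were normalized to DMSO controls.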
Active calls of the source: *; i = inactive; ? = inconclusive; nt = not tested or not shown; [ ] = remark or other dose. Unless noted, calls come from the whole dose curve; as a rule, active = well fitted curve in the direction sought with a large enough effect; inconclusive = small, poorly fitted or top-dose-only effect, or another doubt; inactive = no such curve, though single readings can be large; an effect the other way counts as inactive or inconclusive.

SMILES,GALK inhibitor,ASM inhibitor,PKM2 act,hERG WT inh,MBNL1-CUG inh,Menin-MLL TR inh,USP2a block,Eya2 phos inh,TSHR antag,Mito fusion yeast,BCR signal inh
COc1cc(NC(=O)c2c(F)c(F)c(F)c(F)c2F)c(OC)cc1Cl,0%,-7%,-5%,5,3%,26%,3%,-5%,-7,4%,?
O=C(c1cnn2c(C(F)(F)F)cc(-c3ccccc3)nc12)N1CCCCC1c1cccnc1 (stereo not drawn),0%,17%,1%,1,6%,?,1%,-1%,-4,4%,-6%
CN(C)c1ccc(-c2nnc(SCC3CCCO3)n2C)cc1 (stereo not drawn),3%,0%,-1%,6,-28%,-20%,0%,-2%,21,-3%,-5%
O=C(NCCO)c1ccc(Oc2ccc(C(F)(F)F)cc2[N+](=O)[O-])cc1,-2%,2%,0%,-2,19%,-2%,0%,0%,1,2%,?
CCOC(=O)Cc1c(C)nc2c(C#N)c(C)nn2c1C,2%,2%,4%,-1,-7%,14%,0%,-22%,-3,0%,?
CCOc1ccc2nc(NC(=O)c3cccnc3)sc2c1,3%,7%,-11%,-3,-12%,0%,-3%,0%,-5,1%,?
O=C(OCc1ccc(F)cc1)c1cc(S(=O)(=O)N2CCCCC2)ccc1N1CCOCC1,nt,nt,nt,7,nt,nt,1%,26%,4,19%,8%
CCCN1C2CCCC1CC(NC(=O)c1cc(OC)cc(OC)c1)C2 (stereo not drawn),5%,7%,-1%,13,-1%,-13%,0%,-22%,-2,-1%,4%
CC(Oc1ccc2c(-c3ccccc3)cc(=O)oc2c1)C(=O)NCCN1CCOCC1 (stereo not drawn),-7%,0%,nt,4,?,5%,2%,-8%,-10,-1%,1%
COc1ccc(Cc2nc(-c3ccccc3)no2)cc1,0%,0%,-4%,-19,-3%,20%,4%,-1%,6,-5%,?
CCc1ccc(NC(=O)CN(c2ccc(OC)cc2)S(=O)(=O)c2c(C)nn(C)c2C)cc1,3%,-1%,nt,-1,-3%,nt,5%,-2%,8,-1%,2%
O=C(c1ccc(S(=O)(=O)NCC2CCCO2)cc1)N1CCN(c2ccccc2)CC1 (stereo not drawn),5%,2%,2%,-5,-11%,-24%,2%,3%,1,1%,0%
Cc1cccc(N2CC(C(=O)OCC(=O)Nc3sccc3C(N)=O)CC2=O)c1C (stereo not drawn),nt,0%,nt,2,nt,nt,2%,-4%,-1,nt,-3%
O=C(Cn1c(C(F)(F)F)nc2ccccc21)c1ccccc1,3%,-1%,-2%,-6,2%,-1%,2%,-8%,3,-2%,-4%
O=C1C2C3C=CC(C3)C2C(=O)N1CNc1ccccc1 (stereo not drawn),-3%,1%,4%,3,-1%,nt,-3%,-10%,9,0%,-28%
CCC(=O)N(C)CCc1cc2c(c(OC)c1/C=N/NC(=O)[C@H]1C[C@@H]1c1ccccc1)OCO2,-3%,2%,0%,0,-4%,nt,10%,?,1,1%,?
C[C@@H]1CN=C2N(CCNC(=O)CCC3CCCCC3)[C@H](Cc3ccc(O)cc3)CN21,2%,3%,-10%,-6,-2%,-1%,3%,9%,-7,-4%,-19%
N/C(=N\OC(=O)CCCOc1ccc(Cl)cc1Cl)c1ccccn1,5%,-2%,-4%,3,?,9%,9%,-7%,-3,-4%,-18%
CC1CCCCN1C(=O)CSc1nnc(-c2ccccc2O)o1 (stereo not drawn),-1%,0%,-4%,-3,0%,3%,-2%,6%,-7,8%,-4%
CC(C)CCOP(=O)(c1ccc(N(C)C)cc1)C(Nc1ccccc1)c1ccc(N(C)C)cc1 (stereo not drawn),-4%,-5%,-1%,-18,nt,nt,-1%,-22%,-7,0%,-1%
CCOC(=O)N1CCC(=NNC(=O)Cn2ccc(C(F)(F)F)n2)CC1,10%,0%,-10%,-5,nt,-19%,2%,0%,22,-1%,?
OCC1(Cc2ccccc2)CCCN(Cc2cn[nH]c2-c2ccccc2)C1 (stereo not drawn),-2%,3%,0%,9,-1%,1%,0%,-1%,-4,-2%,5%
COC(=O)c1ccc(NC(=O)CCOc2ccccc2)cc1,0%,-2%,-3%,9,-7%,0%,4%,0%,-1,-6%,?
CC(C)c1ccc(NC2CCCN(C(=O)CN3CCCC3=O)C2)cc1 (stereo not drawn),9%,-1%,nt,6,-1%,?,0%,2%,-6,?,0%
Cc1ccc(C(=O)Nc2nccs2)cc1,13%,-2%,-10%,-2,-2%,-4%,1%,-11%,-5,3%,?
c1coc(CN2CN=C(Nc3nc4ccccc4s3)NC2)c1,0%,-1%,-8%,3,-8%,1%,-1%,1%,-6,12%,5%
COc1ccccc1CNC(=O)COC(=O)c1ccc2c(=O)n3c(nc2c1)CCCCC3,nt,0%,nt,-8,nt,nt,1%,6%,-14,4%,3%
O=C(CN1CCCCC1)Nc1ccc(S(=O)(=O)N2CCOCC2)cc1,1%,4%,-4%,18,-3%,0%,7%,8%,22,-3%,9%
Cc1c(C(=O)OCC(=O)N(C)c2ccccc2)cccc1[N+](=O)[O-],-2%,8%,0%,-6,7%,-17%,3%,-2%,-8,3%,0%
CN1c2ccc([N+](=O)[O-])cc2C(C)(C)C12C=Cc1cc(C(=O)O)ccc1O2 (stereo not drawn),-8%,-7%,nt,0,19%,?,5%,1%,-3,-42%[inhibitor],?
COC(=O)C1=C(Nc2ccc(C)cc2)C=C(C)C(C(=O)OC)C1c1cccc(OC)c1 (stereo not drawn),2%,-1%,-1%,8,11%,-25%,-1%,2%,-7,5%,0%
CC1CC(C)CN(C(=O)C2CCN(S(=O)(=O)c3cccs3)CC2)C1 (stereo not drawn),-4%,-13%,-14%,-2,-5%,-5%,2%,-4%,-10,-2%,-26%
O=C(CSc1ccc(F)cc1)NCCc1ccc(Cl)cc1,3%,-1%,0%,16,0%,-19%,3%,-6%,-18,?,12%
Cc1cccc(N2CCN(S(C)(=O)=O)CC2)c1C,4%,2%,0%,-14,-5%,0%,1%,5%,-2,-2%,-1%
O=C(COC(=O)c1ccc2ccccc2n1)NC1CCCCC1,nt,-2%,nt,-13,nt,nt,1%,11%,16,0%,0%
CCn1c(CC(=O)Nc2ccc(F)cc2)nnc1SCC(=O)N1CCOCC1,-2%,-6%,-8%,14,-3%,nt,2%,-2%,-6,-2%,-5%
Cc1ccccc1NC(=O)C1=CC=CN2CCS(=O)(=O)N=C12,nt,-2%,nt,1,nt,nt,2%,15%,-2,-6%,1%
COc1cccc(Nc2ncccc2C(=O)Nc2ccccc2)c1,-3%,-16%,1%,12,1%,?,-6%,-2%,-4,?,?
O=[N+]([O-])c1cc(/C=N/n2c(-c3ccncc3)n[nH]c2=S)ccc1Cl,0%,0%,-3%,i,?,?,6%,-8%,-7,1%,?
COC(=O)c1ccc(C)c(NC(=O)CN(c2cc(OC)ccc2OC)S(C)(=O)=O)c1,2%,0%,1%,-3,-3%,1%,-1%,6%,4,0%,?
Cc1cccc(N(CC(O)CN2CCCC2)S(=O)(=O)c2ccccc2)c1 (stereo not drawn),5%,3%,-3%,61,4%,-19%,-1%,-9%,-7,-6%,-1%
Nc1nc(SCC(=O)NN(c2ccccc2)c2ccccc2)n[nH]1,2%,-2%,3%,-11,nt,12%,0%,5%,-3,0%,0%

High-throughput results as filed in PubChem BioAssay.

A portion of the library; the hit share may differ from the screen's.
